CHO-K1 Ca ag: nonselective activator or artifact in parental CHO-K1 cells; Fluo-8 calcium fluorescence; scaled to maximal ATP response, vehicle zero; activation, % at 3 µM; 360,000 tested, 0.48% active; AID 602248; in the data active = activation above about 15%;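 also: untransfected CHO-K1 host cells lacking M1 receptor as counterscreen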
TAAR1 antag: antagonists of human TAAR1; 360,000 tested, 1.5% active; inhibition, % at 3 µM; CHO RD-HGA16 TAAR1, Fluo-8 calcium fluorescence, antagonist; Q96RJ0;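 active = inhibition above a per-plate cutoff, the mean inhibition of test compounds on that plate plus 3 SD, cut at about 49% in these data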;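 also: 0% = DMSO plus EC80 beta-PEA response and 100% = DMSO alone without agonist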
Target sequence (Q96RJ0 whole entry, looked up): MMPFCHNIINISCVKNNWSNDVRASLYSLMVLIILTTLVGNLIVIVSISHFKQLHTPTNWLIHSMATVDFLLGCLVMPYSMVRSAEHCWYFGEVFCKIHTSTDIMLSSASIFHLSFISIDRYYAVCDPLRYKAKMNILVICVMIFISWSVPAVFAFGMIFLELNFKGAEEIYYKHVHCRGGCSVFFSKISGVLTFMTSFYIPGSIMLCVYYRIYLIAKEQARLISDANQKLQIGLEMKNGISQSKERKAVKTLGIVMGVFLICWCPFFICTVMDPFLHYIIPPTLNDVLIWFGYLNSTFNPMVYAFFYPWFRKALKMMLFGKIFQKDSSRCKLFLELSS
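Material: CHO RD-HGA16 cells bearing hTAAR1; compound dosing: one-point dosing, 3 µM nominal final; schedule: dye loading 75 min at 37 °C, then 30 min room temperature; measured by: calcium fluorescence with Fluo-8; control set: vehicle and agonist controls; replication: n of 1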
CHO parental Ca: counter-screen: ATP calcium response change in parental CHO cells; parental CHO-K1, ATP-induced calcium, Fluo-8 fluorescence; inhibition, % at 5.6 µM; 330,000 tested, 0.63% active;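 active = inhibition above that plate's mean sample inhibition plus 3 SD, cut at about 26% in these data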;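 also: 0% = ATP-challenged DMSO wells and 100% = DMSO wells without ATP; some compounds past the cut are filed as inactive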
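Material: Parental CHO cells | Reagent: ATP | Compound dosing: Single nominal dose of 5.6 µM per compound | Detection: Intracellular calcium via Fluo-8 no-wash fluorescent dye | Read-out: % inhibition of ATP-induced calcium mobilization | Benchmarks: Low control ATP plus DMSO, high control DMSO only | Replicates: Singlicate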
CHO-K1 Ca antag: nonselective inhibitor or artifact in parental CHO-K1 cells; ATP-induced calcium, Fluo-8 fluorescence; inhibition, % at 3 µM; 360,000 tested, 0.6% active;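 active = inhibition above a per-plate cutoff, the plate's mean sample inhibition plus 3 SD, cut at about 24% in these data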;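 also: 0% = DMSO plus EC80 ATP and 100% = DMSO alone without ATP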
TAAR1 agonist: human TAAR1 agonism; CHO RD-HGA16 TAAR1, Fluo-8 calcium fluorescence; vehicle wells 0%, saturating PEA agonist 100%; activation, % at 3 µM; 360,000 tested, 0.99% active; Q96RJ0;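 active = activation above the mean activation of all test compounds in the run plus 3 SD, cut at about 38% in these data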
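System: CHO-derived RD-HGA16 cells with stable Gα16 and human TAAR1 / Times: 17-24 h plating, Fluo-8 75 min 37 °C, 30 min RT / Technique: calcium-sensitive Fluo-8 signal, excitation 470-495, emission 515-575 nm / Measure: % activation relative to PEA EC100 response / Benchmarks: DMSO and PEA EC100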
M1 ag: agonists of human M1 muscarinic receptor | P11229 | CHO-K1 hM1, Fluo-8 calcium fluorescence, agonist mode; 0% DMSO, 100% acetylcholine EC100 | activation, % at 3 µM | 360,000 tested, 0.33% active;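 active = activation above the run's mean compound activation plus 3 SD, cut at about 16% in these data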;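 also: peak over basal fluorescence ratio within a 140 s kinetic read after compound addition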
Target sequence (P11229 whole entry, looked up): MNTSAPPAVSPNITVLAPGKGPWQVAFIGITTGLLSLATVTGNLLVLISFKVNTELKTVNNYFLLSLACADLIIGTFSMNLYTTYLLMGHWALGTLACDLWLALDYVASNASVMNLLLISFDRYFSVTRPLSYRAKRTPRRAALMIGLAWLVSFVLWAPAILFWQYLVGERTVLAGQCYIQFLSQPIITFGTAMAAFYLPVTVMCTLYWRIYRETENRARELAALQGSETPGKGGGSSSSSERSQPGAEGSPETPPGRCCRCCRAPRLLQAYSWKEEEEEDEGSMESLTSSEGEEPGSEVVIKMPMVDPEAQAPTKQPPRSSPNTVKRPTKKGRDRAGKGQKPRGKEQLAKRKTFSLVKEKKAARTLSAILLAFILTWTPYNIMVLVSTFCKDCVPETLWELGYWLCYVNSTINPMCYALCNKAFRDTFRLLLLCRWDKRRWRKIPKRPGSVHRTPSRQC
CHRM1 PAM: potentiates human M1 receptor response to acetylcholine | P11229 | CHO-K1 hM1, Fluo-8 calcium fluorescence, ACh EC20; 0% = ACh EC20, 100% = maximal ACh | activation, % at 3 µM | 360,000 tested, 0.088% active; in the data active = activation above about 19%, passing the limit was not always enough
M1 PAM parental: nonselective activator or artifact in parental CHO-K1 calcium assay. AID 602247. activation, % at 3 µM. ATP EC20, Fluo-8 calcium fluorescence; 0% at ATP EC20, 100% at ATP max. 360,000 tested, 0.02% active;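 active = activation above the run cutoff, the mean activation of all test compounds plus 3 SD, cut at about 40% in these data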;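 also: peak over basal fluorescence ratio in a 140 s read after ATP addition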
M1 antag: blocks human M1 muscarinic receptor. CHO-K1 hM1, Fluo-8 calcium fluorescence, ACh EC80 antagonist. inhibition, % at 3 µM. 360,000 tested, 1.3% active. AID 588852;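 active = percent inhibition above its own plate's cutoff, namely the mean of that plate's compound wells plus 3 SD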;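 also: peak over basal fluorescence ratio during 140 s after agonist addition; 0% = ACh EC80 plus DMSO and 100% = DMSO alone without agonist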
Numbers without * were called inactive; x = not tested or not shown.

Sequence of screens: CHO-K1 Ca ag	TAAR1 antag	CHO parental Ca	CHO-K1 Ca antag	TAAR1 agonist	M1 ag	CHRM1 PAM	M1 PAM parental	M1 antag
> COc1ccc(-n2ncc3c2CC(C)(C)CC3NC(=O)c2oc(C)cc2C)cc1 (stereo not given)
 : 0.2	-53.4	-30.1	-21.1	0.9	-4.2	2.9	16.6	-8.3
> CC(=O)Nc1cccc(NC(=O)c2cccc(-c3ccc(O)cc3)c2)c1
 : 3.3	42.3	-10.2	-11.3	7.0	-1.0	-0.1	-2.6	-2.8
> O=C1CN(C(=O)COC(=O)COc2ccccc2)c2ccccc2N1
 : 0.5	-7.9	1.4	-7.5	1.1	-2.0	8.8	6.9	-10.9
> Cc1cc(C)c2nc(SCCC#N)nc(C)c2c1
 : -0.3	-2.6	-17.7	-1.6	5.6	-5.3	2.5	11.3	-12.7
> Cc1ccc(S(=O)(=O)N2C[C@H]3n4c(=O)ccc(=O)n4C[C@H](OC(=O)NCC4CCCCC4)[C@@]3(O)C2)cc1
 : 0.3	-14.9	x	-18.0	0.8	-7.2	4.2	25.1	4.1
> CC(NC(=O)COC(=O)c1ccc(Br)o1)c1ccccc1 (stereo not given)
 : 0.3	-18.7	x	-10.9	1.9	-1.1	12.7	-15.2	-4.8
> COCCN1C(=O)c2cc(C(=O)Nc3ccc(OC)c(OC)c3)ccc2C1Nc1ccc(OC)c(OC)c1 (stereo not given)
 : 0.9	-23.2	-12.4	-7.5	2.9	-6.6	6.7	25.7	-5.3
> COC(=O)C1(C)Nc2ccccc2C(=O)N1c1ccccc1C (stereo not given)
 : 0.5	-12.5	-9.4	-8.9	0.2	4.4	16.2	18.5	-14.6
> NS(=O)(=O)c1ccc(NNC(=O)c2sccc2Cl)cc1
 : 0.1	-27.3	-6.5	-11.1	0.4	-3.5	-1.4	8.7	3.4
> O=C(Nc1ccc2c(c1)OCCO2)c1ccco1
 : 0.1	-12.2	-2.4	-8.1	10.8	-6.1	7.7	20.5	-2.1
> COc1cc(C(=O)Nc2ccc([N+](=O)[O-])cn2)cc(OC)c1OC
 : 2.8	-16.8	-2.0	-0.2	0.8	-3.4	2.8	15.4	-4.6
> O=C(NCc1cccnc1)c1ccccc1NS(=O)(=O)c1ccc(F)cc1
 : 0.1	-20.1	-0.1	-3.0	1.8	-3.4	0.6	-0.5	-1.8
> CCN(c1c(C)n(C)n(-c2ccccc2)c1=O)S(C)(=O)=O
 : 0.6	6.2	-9.9	10.9	13.5	-2.9	2.3	-5.1	-26.4
> Cc1ccc(CONC(=O)/N=C/N(C)C)cc1
 : 0.3	13.0	6.2	6.7	1.6	-2.1	6.0	-2.0	-1.2
> Cc1csc(CN(C)C(=O)c2cn(Cc3cccc4ccccc34)nn2)n1
 : 1.7	-19.3	1.1	0.2	8.5	-1.6	4.3	2.2	-2.8
> O=C(O)CSc1nnc(NC(=O)c2ccc3c(c2)OCO3)s1
 : 0.2	9.5	-11.7	12.6	11.5	-8.2	8.8	8.9	0.7
> Cc1cccc2cc3ccccc3nc12
 : 2.0	-37.8	-7.2	-14.4	6.3	-0.6	2.7	18.4	4.5
> CCN(CC)CCNC(=O)c1ccc(NC(=O)/C=C/c2ccc3ccccc3n2)cc1
 : 0.1	-14.5	x	11.2	1.2	-5.7	5.5	-16.2	-5.8
> Cc1ccc2c(c1)c1c3n2CCN(CC(N)=O)C3CCC1 (stereo not given)
 : -0.7	1.2	-10.5	4.4	0.1	3.8	10.3	-7.5	-4.1
> Cc1cc(Cl)cc(C)c1OCC(=O)NC1CCCCCC1
 : -0.3	23.5	-22.8	-7.0	4.5	-8.2	-6.1	-0.3	-0.3
> C=CCNC(=O)C1CCN(S(=O)(=O)c2ccc(Br)cc2)CC1
 : -0.1	9.5	-9.7	-3.3	3.7	-3.0	5.2	15.6	0.3
> CC(C)c1ccc2[nH]c(O)c(N=NC(=O)c3cccc(S(=O)(=O)Nc4cccc(Cl)c4)c3)c2c1
 : 0.1	-3.8	-2.8	-4.2	0.2	-2.8	6.8	-7.1	-5.4
> Cc1ccc(NC(=O)C2CCN(S(=O)(=O)c3ccc4[nH]c(=O)oc4c3)CC2)cc1F
 : 1.3	23.7	-12.3	-11.4	1.7	-3.6	9.7	10.5	-12.4
> COc1ccc(C)c(Cn2c(-c3nonc3N)nc3ccccc32)c1
 : -0.1	-21.1	-1.1	-35.1	16.4	-2.0	6.3	9.2	-8.3
> Cc1c(Cl)cccc1NC(=S)NN1CCOCC1
 : 0.3	16.3	-5.5	-2.3	4.0	-0.1	3.6	10.6	-39.4
> O=C(O)c1cccc(N/N=C/C2=C(Cl)c3cc(Cl)ccc3SC2)c1
 : -0.3	-4.3	x	13.8	-0.5	-3.0	3.3	-13.5	0.2
> CCOc1ncccc1C(=O)OCc1c(F)cccc1Cl
 : -0.6	0.7	-14.2	-12.1	8.9	-13.1	9.6	5.4	-12.2
> C[N+](C)(C)CCCNC(=O)c1ccc(/C=N/O)nc1
 : 0.0	-3.2	1.5	-4.9	16.8	-9.4	4.3	9.7	-0.7
> COc1ccc(S(=O)(=O)Nc2ccc3c(c2)C(=O)N([C@H](C)CO)C[C@H](C)[C@@H](CN(C)S(=O)(=O)c2c(C)noc2C)O3)cc1
 : 0.1	18.5	-12.8	-6.8	3.7	-2.9	9.0	4.4	-11.5
> O=S(=O)(NC1CCN(Cc2ccccc2)CC1)c1ccc(F)c(F)c1
 : 0.8	-2.6	x	-2.2	1.7	-8.6	1.9	5.8	-8.7
> O=C(N1CCC(n2nc(-c3ccccc3)oc2=O)CC1)C1(c2ccccc2)CC1
 : 1.1	x	-15.6	-12.4	x	-1.6	7.5	0.6	-8.8
> CC(C)CC(=O)Nc1nnc(SCC(=O)NC2CCCC2)s1
 : -0.1	-4.4	x	12.3	-0.4	-2.1	3.4	-12.2	-0.9
> CCN(CC)C(=O)c1csc(COCCO)n1
 : -0.2	-16.1	x	-17.9	2.0	-1.2	2.8	17.3	-9.2
> Cc1c(C(=O)N2CCN(c3ncccn3)CC2)oc2ccc(Cl)cc12
 : 0.6	-2.2	-10.4	-6.0	2.3	-0.8	3.7	-7.8	8.0
> Cc1ccc(S(=O)(=O)N2[C@@H](c3ccc(Br)cc3)C(C(=O)O)=CC[C@H]2c2cccs2)cc1
 : 0.1	8.3	-11.4	-8.3	-1.1	-4.2	11.9	5.5	-13.9
> Cc1cccc(CN2CCN(C(=O)c3cccc4ccccc34)CC2)c1
 : 1.1	-25.2	-12.6	3.1	0.4	-5.0	1.7	2.9	-10.8
> COc1ccc(C)cc1Nc1cc(C)nc2ncnn12
 : 0.0	-15.9	-3.9	5.8	0.2	6.0	8.5	-10.3	2.1
> Cc1nn(C)c(Sc2ccccc2N)c1[N+](=O)[O-]
 : 3.2	15.9	2.0	3.2	1.5	-6.2	7.4	22.3	-0.6
> COc1ccc(/C=N/NC(=S)NC2CCS(=O)(=O)C2)cc1OC (stereo not given)
 : 1.2	-6.5	-11.9	-10.0	4.2	-2.2	-3.8	4.2	-3.0
> COc1cccc(NC(=O)CC(C)=O)c1
 : -0.1	12.7	-9.1	5.8	-0.1	-4.0	-0.2	-0.3	-4.7

Two records picked at random from the list so far:
Sequence of screens: CHO-K1 Ca ag	TAAR1 antag	CHO parental Ca	CHO-K1 Ca antag	TAAR1 agonist	M1 ag	CHRM1 PAM	M1 PAM parental	M1 antag
> Cc1c(C(=O)N2CCN(c3ncccn3)CC2)oc2ccc(Cl)cc12
 : 0.6	-2.2	-10.4	-6.0	2.3	-0.8	3.7	-7.8	8.0
> O=C(N1CCC(n2nc(-c3ccccc3)oc2=O)CC1)C1(c2ccccc2)CC1
 : 1.1	x	-15.6	-12.4	x	-1.6	7.5	0.6	-8.8

(further entries)
Sequence of screens: CHO-K1 Ca ag	TAAR1 antag	CHO parental Ca	CHO-K1 Ca antag	TAAR1 agonist	M1 ag	CHRM1 PAM	M1 PAM parental	M1 antag
> O=C(Nc1nccs1)c1ccc(-c2ccc(Cl)cc2Cl)o1
 : 0.1	18.9	-0.8	-5.3	-0.8	-1.1	7.4	9.2	-12.8
> CC1(C2CC(=O)c3c(O)ccc(O)c3C2)OCCO1 (stereo not given)
 : 0.6	-3.2	x	-6.6	0.4	-2.0	18.7	4.6	-21.9
> CCOC(=O)c1sc(=N)n(-c2ccc(OC)cc2)c1C
 : 6.3	-17.0	-21.9	-14.9	-0.5	-8.6	0.9	24.7	-12.6
> COc1cccc2c1C(=O)c1c(O)c3c(c(O)c1C2=O)CC(O)(C(C)=O)CC3OC1CC(O)C(O)C(C)O1 (stereo not given)
 : 9.1	9.5	x	-1.2	15.9	5.5	1.4	13.7	-5.9
> Cn1c(C(=O)NCCCN2CCOCC2)cc2c(=O)n(C)c3ccccc3c21
 : 0.0	-16.7	-4.9	10.0	0.6	-0.1	1.6	1.3	-3.6
> COc1ccc(-n2c(SCC(=O)NCc3ccco3)nc3sc4c(c3c2=O)CCN(C)C4)cc1
 : 0.2	-11.4	-15.7	-7.2	1.4	-5.5	-2.9	-7.2	4.3
> O=S(=O)(Nc1ccc(-c2ccc(N3CCOCC3)nn2)cc1)c1ccc(Cl)c(Cl)c1
 : 4.0	35.7	7.5	16.9	12.5	3.5	-2.9	-21.6	11.9
> CCOC(=O)c1oc2cc(O)ccc2c(=O)c1-c1ccccc1OC
 : 0.2	10.4	-6.7	-6.0	-0.5	-1.2	-0.7	2.4	5.5
> O=C(Nc1ccc(Cl)cc1)Nn1cnnc1
 : 0.9	-13.3	x	-5.0	19.2	-0.3	13.4	15.0	-19.2
> COc1cccc(CN2CC(C(=O)NCCn3ccc(C)n3)CCC2=O)c1 (stereo not given)
 : -0.2	-7.5	-7.8	-7.2	3.0	-2.5	4.7	21.3	-1.3
> CCOC(=O)C1CCCN(C(=O)C2CC(=O)N(c3ccc(C)cc3)C2)C1 (stereo not given)
 : 0.1	-19.3	-16.5	-8.8	1.0	7.9	5.7	16.0	-8.5
> COc1ccc(CCNC(=O)COC(=O)Cc2ccc(OC)cc2)cc1
 : 0.8	4.0	-4.7	-11.5	-0.5	0.0	-3.7	25.8	4.9
> O=C(O)c1ccccc1-c1ccccc1C(=O)Nc1ccc2c(c1)C(=O)c1ccccc1-2
 : 0.7	3.0	x	-8.6	3.8	-2.9	-7.5	1.9	12.4
> Cc1cc(Nc2ccccc2)n(CCC#N)n1
 : 1.0	-12.4	-0.7	-13.7	13.1	-2.8	5.0	15.7	-5.0
> CCCC(=O)OCC(=O)NCc1ccc(Cl)cc1
 : -0.2	-22.6	2.4	3.1	0.5	-4.6	10.5	4.0	-6.7
> COC(=O)c1nn(-c2ccc(C)cc2)c2nnc(Cc3ccccc3)c(=O)n12
 : 0.9	2.6	1.7	-11.0	3.5	-3.0	3.1	23.6	-2.6
> CCN(CC(=O)Nc1c(F)cccc1F)C(=O)Cc1c(C)nc2ccccc2c1C
 : 0.5	-4.2	-18.1	-0.9	0.9	-2.6	-2.1	23.0	7.0
> O=P(c1ccccc1)(c1ccccc1)N(c1ccccc1)c1ccccc1
 : -0.3	6.5	-8.2	-6.3	-2.0	-3.4	8.6	18.5	-4.8
> Cc1[nH]c2ccccc2c(=O)c1CN1CCCCC1
 : 0.4	-16.3	2.9	-0.6	3.0	-6.0	3.8	14.6	1.5

Screening data from PubChem BioAssay.
